UTI89 phage lysis: inhibition of K1F phage lysis, E. coli UTI89, bacterial capsule biogenesis inhibitors, alamar blue (AID 488966) | E. coli UTI89 K1F phage lysis, alamar blue, 2 h; higher % means a stronger effect | one-dose inhibition, % at 100 µM; IC50 in µM for titrated hits | 340,000 compounds, 0.02% hits;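 active = phage lysis inhibition, versus mean bacterial control, above a set limit; inconclusive = no clear call, values can overlap the other calls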;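 note: capsule biogenesis inhibitors block K1F phage lysis so surviving cells raise fluorescence; higher fluorescence means more inhibition of phage lysis; actives were called in the ten point dose series up to 300 µM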
Myeloid diff 2: myeloid differentiation induction; calls only at 10 µM; ER-HoxA9 myeloid progenitors, lysozyme-GFP differentiation, flow cytometry; AID 624256; 360,000 compounds, 1% hits;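 active = normalized GFP-positive differentiation at or above the plate's own cutoff, the solvent-only control mean plus 3 SD; inconclusive = no clear call, values can overlap the other calls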;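 note: cells exposed to compound for four days before flow analysis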
Myeloid diff 2 GFP+ MAC1+ %: further read-out of Myeloid diff 2, marked with its call; GFP+ MAC1+ double positive, %; measured here: differentiation confirmed by MAC1 staining
Active calls of the source: *; i = inactive; ? = inconclusive; · = no result given; + = active, no number; & = joins results of further samples; [ ] = another dose, or the depositor's remark. This is a subset (hit frequency here may not be typical).

SMILES	UTI89 phage lysis	Myeloid diff 2	Myeloid diff 2 GFP+ MAC1+ %
CC(C)COc1cccc(C(=O)Nc2ccc(N3CCOCC3)cc2N2CCOCC2)c1	1.4%[50 µM]	i	0.3
COC(=O)[C@]1(Cc2ccccc2)N[C@H](CN(C)C(=O)C2CCCCC2)[C@@H]2C(=O)N(Cc3ccccc3)C(=O)[C@@H]21	-0.4%	i	2.2
O=C(COC(=O)/C=C/c1ccc([N+](=O)[O-])cc1)NC(=O)NC1CCCCC1	0.6%[50 µM]	i	0.5
Cc1ccc(C)c(NC(=O)CCC(=O)NNS(=O)(=O)c2ccc(Cl)cc2)c1	0.1%[50 µM]	i	0.4
COc1cc(C(=O)C(O)c2ccc(O)c(OC)c2)ccc1O (stereo unspecified)	1.2%	i	0.0
CC(=O)c1cccc(NC(=O)CSc2nc(=O)n(Cc3ccccn3)c3c2CCC3)c1	0.7%[50 µM]	i	1.2
COc1ccccc1CC(=O)Nc1ccc(S(=O)(=O)N(C)C2CCN(C)CC2)cc1	1.5%[50 µM]	i	0.7
CC(C)CC1NC(=O)N(CC(=O)Nc2cc(F)ccc2F)C1=O (stereo unspecified)	1.4%[50 µM]	i	1.3
COc1ccccc1NC(=O)CSc1ccc(-c2ccc(-n3ccnc3)cc2)nn1	-1.4%	i	1.2
Cc1cc2c(cc1S(N)(=O)=O)S(=O)(=O)CCC2	-1.4%	i	0.8
Cc1ccc(S(=O)(=O)Nc2cncnc2NS(=O)(=O)c2ccc(C)cc2)cc1	4.8%	i	1.0
CC(Sc1nnc(-c2ccco2)n1C)C(=O)Nc1ccc(N2CCOCC2)cc1 (stereo unspecified)	1.3%[50 µM]	i	0.7

Reformatted with two lines to a compound: two of the compounds above
Each structure is followed by: UTI89 phage lysis	Myeloid diff 2	Myeloid diff 2 GFP+ MAC1+ %
> Cc1ccc(S(=O)(=O)Nc2cncnc2NS(=O)(=O)c2ccc(C)cc2)cc1
  4.8%	i	1.0
> CC(Sc1nnc(-c2ccco2)n1C)C(=O)Nc1ccc(N2CCOCC2)cc1 (stereo unspecified)
  1.3%[50 µM]	i	0.7

Further compounds.
SMILES	UTI89 phage lysis	Myeloid diff 2	Myeloid diff 2 GFP+ MAC1+ %
COc1ccc(C(=S)N2CCN(c3ccccc3C)CC2)cc1OC	3.5%	i	1.2
Cc1ccc2nc(COC(=O)c3cnccn3)cc(=O)n2c1	0.7%[50 µM]	i	1.3
C[C@H](NC(=O)c1ccc(Cl)cc1)C(=O)OCn1nnc2ccccc2c1=O	0.7%[50 µM]	i	0.4
Cc1ccc(C(=O)NCC(=O)OCC(=O)c2ccccc2)s1	0.7%[50 µM]	i	0.2
Cc1cc(C)c(NS(=O)(=O)c2ccc3c(c2)n(C)c(=O)n3C)c(C)c1	-0.2%	i	0.6
CC1CC(C)CN(C(=O)COC(=O)c2cc([N+](=O)[O-])ccc2N2CCOCC2)C1 (stereo unspecified)	0.6%[50 µM]	i	0.7
COC(=O)C1(CC2CC(c3ccccc3)=NO2)CCN(C(=O)OC(C)(C)C)CC1 (stereo unspecified)	1.5%	i	2.4
CCc1nnc(NC(=O)c2cc(S(=O)(=O)N3CCCCC3)ccc2C)s1	0.5%[50 µM]	i	0.1
Cc1ccc(S(=O)(=O)N2CCOCC2)cc1C(=O)OCC(=O)c1ccc(Br)cc1	0.4%[50 µM]	i	0.6
Cc1ccc(CN2CC(C(=O)NNC(=O)Cn3ccc(C(F)(F)F)n3)CC2=O)cc1 (stereo unspecified)	0.5%[50 µM]	i	0.6
Cc1cc(NC(=O)c2ccc(C#N)cc2)n(-c2ccccc2)n1	-0.6%	i	1.3
CCN(CC)C(=S)SCC(=O)Nc1cccc(C(F)(F)F)c1	0.2%	i	0.7
O=C(c1cn(-c2ccccc2)nc1-c1cccnc1)N1CCN(S(=O)(=O)c2cccc(F)c2)CC1	0.5%[50 µM]	i	0.4
Cc1sc2nc(CSCC(=O)Nc3ccc(C(=O)N(C)C)cc3)[nH]c(=O)c2c1C	0.4%[50 µM]	i	0.8
O=C(c1ccc(N2CCCC2=O)cc1)N1CCN(c2ccccc2O)CC1	0.4%[50 µM]	i	0.7
Cc1nn(-c2ccncc2)c2c1C(=O)CC(C)(C)C2Br (stereo unspecified)	0.2%	i	0.7
COc1ccc(-c2ccc3c(c2)C2CC3CCN2S(=O)(=O)c2ccccc2C)cc1 (stereo unspecified)	0.2%	i	0.7
CC(C)NC(=O)N(C)C[C@H]1Oc2ccc(NC(=O)CCC(F)(F)F)cc2C(=O)N([C@H](C)CO)C[C@@H]1C	1.4%	i	0.8
CCC(C)N(C(=O)Cn1cnc2c1c(=O)n(C)c(=O)n2C)C1CCS(=O)(=O)C1 (stereo unspecified)	0.6%[50 µM]	i	1.4
CC(Oc1ccc(Cl)cc1)C(=O)Nc1cccc(S(=O)(=O)N2CCOCC2)c1 (stereo unspecified)	0.4%[50 µM]	i	0.1
CC[N+](CC)(CC(=O)Nc1c(C)cccc1C)Cc1ccccc1	0.0%	i	4.0
CCc1nc2c(s1)CCc1onc(-c3ccc(Cl)cc3)c1-2	1.2%	i	1.4
CC(C)(CNCc1ccccc1)NS(=O)(=O)c1ccc(Cl)cc1	1.2%[50 µM]	i	0.5
Cc1ccc(CNC(=O)[C@@H](NC(=O)C2CCN(C(=O)[C@@H](N)CC(C)C)CC2)C(C)C)cc1	4.7%	i	2.1
CC1(c2ccc3ccccc3c2)NC(=O)N(CC(N)=O)C1=O (stereo unspecified)	0.1%	i	0.7
CCN(CC)c1ccc(C=NNc2ccc([N+](=O)[O-])cn2)cc1	1.1%	+	4.8*
CCCCCCN(C(=O)CCCN1C(=O)NC(c2ccc([N+](=O)[O-])cc2)C(C(=O)OCc2ccccc2)=C1C)C(C)C(=O)NCCCC (stereo unspecified)	0.0%	i	0.2
CCN1C[C@@H]2[C@@H]3C(=O)N(C)C(=O)[C@@H]3[C@](Cc3ccccc3)(C1=O)N2C(=O)c1ccc(Cl)c(Cl)c1	2.1%	i	1.1
CCCc1cc(=O)[nH]c(SCC(=O)NC2CCCCCCC2)n1	0.9%	?	·
Cc1c(NC(=O)c2cccc(NC(=O)Cc3ccccc3F)c2)c(=O)n(-c2ccccc2)n1C	0.6%[50 µM]	i	0.4
Cn1c(-c2ccsc2)c(-c2cccs2)c2cc(Br)ccc21	0.8%	i	2.1
O=S(=O)(c1ccccc1F)N1CCN(Cc2cc3c(cc2Br)OCCO3)CC1	0.1%[50 µM]	i	0.5
C[C@H](CO)N1C[C@H](C)[C@@H](CN(C)S(=O)(=O)c2ccccc2)Oc2ccc(NC(=O)CCC(F)(F)F)cc2C1=O	3.1%	i	0.6
Cc1ccc(NC(=O)CO/N=C(\N)c2ccccc2)cc1C	-0.9%	i	0.6
Cc1ccc[n+](C(C(=S)NCc2ccco2)=C([O-])c2ccccc2Cl)c1	-3.9%	i	0.3
CCOC(=O)[C@@H]1[C@H]2COc3cc(OC)ccc3[C@@H]2N2C(=O)N(c3ccc(F)cc3)C(=O)[C@@]12C	0.4%	i	2.3

Entries of single compounds as entered above. Order of screens: UTI89 phage lysis | Myeloid diff 2 | Myeloid diff 2 GFP+ MAC1+ %
Record of `CCCc1cc(=O)[nH]c(SCC(=O)NC2CCCCCCC2)n1` → 0.9% | ? | ·
Record of `Cc1ccc(NC(=O)CO/N=C(\N)c2ccccc2)cc1C` → -0.9% | i | 0.6

The list continues.
SMILES	UTI89 phage lysis	Myeloid diff 2	Myeloid diff 2 GFP+ MAC1+ %
CC(C)(C)OC(=O)C[C@H]1C/C=C\C[C@@H](CC(=O)N[C@H](CO)Cc2ccccc2)C(=O)NC[C@H](c2ccccc2)OC1=O	1.8%	i	1.5
CC(Sc1ccc(S(=O)(=O)N2CCN(C)CC2)cn1)C(=O)Nc1cccc(Cl)c1Cl (stereo unspecified)	0.1%	i	0.8
CC[N+]1(C)[C@@H]2CC[C@H]1CC(OC(=O)[C@H]1CCC(C(=O)OC3C[C@H]4CC[C@@H](C3)[N+]4(C)CC)(c3ccccc3)c3ccccc31)C2 (stereo partly specified)	0.1%	i	0.6
CC1(C)Cc2cccc(OCC(=O)OCC(=O)c3ccccc3)c2O1	0.1%[50 µM]	i	1.7
COc1ccc(NC(=O)CCc2ccccc2)cc1S(=O)(=O)N1CCOCC1	0.4%[50 µM]	i	0.3
CC(C)CC1Nc2ncnc(N3CCN(c4ccccn4)CC3)c2N(Cc2ccc(Br)cc2)C1=O (stereo unspecified)	3.1%	i	2.3&1.3
COc1ccc(C)cc1N(CC(=O)NCCN1CCOCC1)S(=O)(=O)c1ccccc1	0.7%[50 µM]	i	0.6
COc1ccc(OC)c(S(=O)(=O)NCCCN2CCOCC2)c1	-0.2%[50 µM]	i	0.1
Cc1ccc(S(=O)(=O)N2CCC3(CC2)OCCN3S(=O)(=O)c2c(C)cc(C)cc2C)cc1	0.7%[50 µM]	i	1.0
COC(=O)c1ccc(NC(=O)COC(=O)C2=NN(c3ccccc3)C(=O)CC2)cc1	0.4%[50 µM]	i	1.1
CCN(CC(=O)Nc1ccc(OC)cc1)CC(=O)Nc1sc2c(c1C(=O)OC)CCCC2	-0.5%[50 µM]	i	0.5
CCN(c1ccccc1)S(=O)(=O)c1cc(C(=O)NCC(c2ccco2)N2CCCCC2)ccc1C (stereo unspecified)	0.3%[50 µM]	i	0.9

Shown comma-delimited: 2 of the compounds above
Molecule,UTI89 phage lysis,Myeloid diff 2,Myeloid diff 2 GFP+ MAC1+ %
Cc1ccc(S(=O)(=O)N2CCC3(CC2)OCCN3S(=O)(=O)c2c(C)cc(C)cc2C)cc1,0.7%[50 µM],i,1.0
COC(=O)c1ccc(NC(=O)COC(=O)C2=NN(c3ccccc3)C(=O)CC2)cc1,0.4%[50 µM],i,1.1

Next part
SMILES	UTI89 phage lysis	Myeloid diff 2	Myeloid diff 2 GFP+ MAC1+ %
O=C(COc1coc(CN2CCc3ccccc32)cc1=O)Nc1ccccc1	0.2%[50 µM]	i	1.3
Cc1ccc(CN2CC(C(=O)NCC(=O)Nc3c(C)cccc3C)CC2=O)cc1 (stereo unspecified)	0.1%[50 µM]	i	0.5
O=C(N/N=C/c1c(Cl)cccc1Cl)c1ccc(-n2cnnn2)cc1	0.7%[50 µM]	i	0.6
CCOC(=O)C1=C(C)N(CCCC(=O)O)C(=O)NC1c1cccs1 (stereo unspecified)	0.5%	i	1.1
Cc1ccc(NC(=O)Cc2c(F)cccc2Cl)cc1S(=O)(=O)N1CCOCC1	1.4%	i	1.6
Cc1ccc(Sc2ccc(S(=O)(=O)Nc3ccc(C(=O)O)cc3)cc2)cc1C	7.4%	i	1.2
COC(=O)[C@@]1(C)[C@H]2C(=O)N(C)C(=O)[C@H]2[C@H]2CN(C)C(=NC3CCCCC3)N21	0.2%	i	0.8
C/C=C/n1ccnc1CC(O)(c1ccccc1)c1ccc(C)cc1 (stereo unspecified)	0.4%	i	0.4
CCOc1ccc(OCC(=O)OC(C)C(=O)Nc2ccc(Cl)cn2)cc1 (stereo unspecified)	0.2%[50 µM]	i	0.7
Cc1ccc(S(=O)(=O)N2[C@@H](c3cccc(Cl)c3)C(C(=O)O)=CC[C@H]2c2ccc(Cl)c(Cl)c2)cc1	-4.5%	i	1.9
O=C(c1cc(-c2cccc3ccccc23)nc2ccccc12)N1CCN(CCO)CC1	0.2%[50 µM]	i	0.8
Cc1ccc(NC(=O)CNC(=O)Cc2cccc3ccccc23)c(O)c1	0.4%[50 µM]	i	2.2

The final 2 entries of the section before open the next one.
SMILES	UTI89 phage lysis	Myeloid diff 2	Myeloid diff 2 GFP+ MAC1+ %
O=C(c1cc(-c2cccc3ccccc23)nc2ccccc12)N1CCN(CCO)CC1	0.2%[50 µM]	i	0.8
Cc1ccc(NC(=O)CNC(=O)Cc2cccc3ccccc23)c(O)c1	0.4%[50 µM]	i	2.2
COC(=O)c1ccc(COC(=O)C(NC(=O)Cc2ccccc2)C(C)C)cc1 (stereo unspecified)	0.6%[50 µM]	i	1.4
Cc1ccc(C2=NN(S(=O)(=O)c3ccccc3)C(c3ccco3)C2)cc1 (stereo unspecified)	0.1%[50 µM]	i	0.3
Cc1ccc(CN2[C@@H](c3ccccc3)COCCS2(=O)=O)cc1	0.8%	i	1.4
O=C(Nc1cccc(S(=O)(=O)N2CCOCC2)c1)C1CCN(S(=O)(=O)c2ccccc2)CC1	0.6%[50 µM]	i	0.6
COC(=O)c1ccc(CNC(=O)COC(=O)CCN2C(=O)C3CC=CCC3C2=O)cc1 (stereo unspecified)	0.7%[50 µM]	i	1.4
O=[N+]([O-])c1cc([N+](=O)[O-])c(Oc2cc(F)cc(F)c2)cc1NN1CCCCC1	-1.8%	i	0.6
O=C(NN1CCOCC1)c1ccc(Br)cc1	0.6%	i	0.5
C=CCn1c(SCC(=O)Nc2cccc(S(N)(=O)=O)c2)nc2sc(C)c(C)c2c1=O	0.9%[50 µM]	i	1.1
N#Cc1cccc(NC(=O)CCN2C(=O)C3CCCCC3C2=O)c1 (stereo unspecified)	1.0%	i	1.0
CCOC(=O)C[C@H]1c2ccc(C(F)(F)F)cc2S(=O)(=O)N1C(C)C	0.7%	i	2.0
COc1ccc(C(CNC(=O)COc2ccccc2)N2CCCCC2)cc1 (stereo unspecified)	0.3%[50 µM]	i	0.2
CCCCn1c(N)c(N(CCOC)C(=O)c2cccc(S(=O)(=O)N3CCCCCC3)c2)c(=O)[nH]c1=O	1.1%[50 µM]	i	0.3
O=C(Nc1ccn(CCCNCCCN2CCCC2=O)c(=O)n1)OCc1ccccc1	-0.2%	i	0.5
O=C(NCc1ccccc1CN1CCCC1)c1ccc(OCc2cscn2)cc1	1.8%[50 µM]	i	0.6
CCc1cc(Cn2nc(-c3ccccc3)cc2C(=O)NCc2cccs2)on1	-0.8%	i	1.2
